CAL PDZ FP-1: inhibitors of human CAL PDZ peptide binding. Q9HD26. purified CAL PDZ, TMR-peptide fluorescence polarization, 1 h. inhibition, % at 20 µM. actives 0.02% (n = 330,000). AID 504414;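 active = highest replicate inhibition of at least 40%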;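 also: plate controls were DMSO neutral control wells for no effect and unlabeled competitor peptide control wells for full effect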
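material = purified tagged CAL PDZ domain construct (CerCALP) | buffer or medium = sodium phosphate/NaCl buffer pH 7.4 with TCEP, IgG, Thesit | reagent = TMR-labelled reporter peptide T*-PRC34 bound in PDZ groove | incubation = 1 h room-temperature incubation prior to read | measured by = fluorescence polarization (mP) | evaluation = percent inhibition from loss of millipolarization | control set = unlabelled peptide and DMSO controls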
NSD2 HMT inh: blocks human histone methyltransferase NSD2; AID 743445; inhibition, % at 12.5 µM; actives 0.54% (n = 310,000); NSD2 peptide methylation, AlphaScreen, 120 min; in the data active = inhibition above about 50%
PvdQ inh: P. aeruginosa PvdQ acylase inhibition | purified PvdQ acylase, fluorescence plate reader | inhibition, % at 10 µM | actives 0.063% (n = 340,000) | AID 488965; in the data active = inhibition above about 30%, passing the limit was not always enough; inconclusive = no clear call, values can overlap the other calls;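 also: 0% = vehicle neutral wells and 100% = reference inhibitor wells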
PfHsp90 yeast 2: inhibits growth of yeast expressing Plasmodium falciparum Hsp90. S. cerevisiae expressing PfHsp90, BacTiter-Glo ATP, 48 h; yeast lacking PDR1 and PDR3 efflux regulators. inhibition, % at 9.4 µM. actives 0.32% (n = 310,000);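 active = every replicate shows inhibition above about 80%, whatever the replicate mean, limit read from the data; inconclusive = mean inhibition reaches the set limit but some replicate falls short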;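 also: 0% = DMSO neutral controls and 100% = 20 µM radicicol positive controls; yeast relying on Plasmodium falciparum Hsp90 in place of its own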
CAL PDZ FP-2: CAL PDZ (human) peptide binding inhibition. actives 0.92% (n = 300,000). AID 602252. purified CAL PDZ, TMR-peptide fluorescence polarization, 1 h. inhibition, % at 24.9 µM;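 active = mean inhibition of at least 30% with at least half of replicates also reaching 30%; inconclusive = no clear call, values can overlap the other calls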;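 also: 0% = DMSO neutral control and 100% = excess unlabeled competitor peptide PRC23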
SR-BI DiI-HDL act: activators of SR-BI mediated HDL lipid uptake. CHO ldlA[mSR-BI] cells, DiI-HDL uptake fluorescence, 3 h; 100 = double the neutral-control signal. activation, % at 12.5 µM. actives 0.096% (n = 320,000). AID 504775;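 active = mean replicate activation of at least 60% and every replicate at or above 60%; inconclusive = mean or all-replicate condition met, but not both; inactive = mean below 60% and not all replicates reaching 60%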;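 also: 0% = median plate neutral-control signal and 100% = twice that signal; values of inactives mirror those of a sister screen read the other way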
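Material – SR-BI-overexpressing, LDLR-lacking CHO cells · Medium – BSA-supplemented, HEPES-buffered Ham's F12, pH 7.4 · Doses – single concentration · Times – compound with DiI-HDL co-incubation, 3 h at 37 °C · Measured by – bottom-read fluorescence, 550/595 nm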
dFosB activator: mouse delta FosB homodimer activation. actives 0.99% (n = 340,000). activation, % at 25 µM. purified delta FosB, TAMRA-CDK5 oligo fluorescence polarization; percent of positive-control signal above neutral wells. P13346;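 active = mean activation above about 17%, with every replicate also reaching it, limit read from the data, passing the limit was not always enough; inconclusive = only one of the two conditions met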;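 also: fluorescence polarization rise as delta FosB binds a TAMRA Cdk5 AP-1 oligo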
SR-BI DiI inh: blocks mouse SR-BI lipid uptake from DiI-HDL; ldlA[mSR-BI] CHO cells, DiI-HDL uptake fluorescence, 3 h; inhibition, % at 12.5 µM; Q61009; actives 0.96% (n = 320,000);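 active = mean replicate inhibition of at least 70% and a set share of replicates each scoring 70 or more; inconclusive = meets just one of the two criteria; inactive = fails both criteria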;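 also: 0% = median of neutral control wells and 100% = median of positive control wells; values of inactives mirror those of a sister screen read the other way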
Target sequence (Q61009 whole entry, looked up): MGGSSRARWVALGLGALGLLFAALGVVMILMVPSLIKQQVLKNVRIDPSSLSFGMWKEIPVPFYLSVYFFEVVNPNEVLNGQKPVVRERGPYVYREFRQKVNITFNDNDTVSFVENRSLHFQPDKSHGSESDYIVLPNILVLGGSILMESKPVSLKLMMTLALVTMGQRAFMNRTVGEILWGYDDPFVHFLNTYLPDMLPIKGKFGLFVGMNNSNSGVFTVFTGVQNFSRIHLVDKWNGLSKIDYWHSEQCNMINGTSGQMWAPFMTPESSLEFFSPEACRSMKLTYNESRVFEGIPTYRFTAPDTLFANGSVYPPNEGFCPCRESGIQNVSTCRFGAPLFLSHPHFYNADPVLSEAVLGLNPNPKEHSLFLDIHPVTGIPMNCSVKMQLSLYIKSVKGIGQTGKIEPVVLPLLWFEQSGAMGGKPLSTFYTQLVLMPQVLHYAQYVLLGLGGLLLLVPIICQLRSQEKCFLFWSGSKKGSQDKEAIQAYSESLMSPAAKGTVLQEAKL
MITF TRPM1 HTS: activators of MITF-driven TRPM1 promoter activity in SK-MEL-5 cells; SK-MEL-5 TRPM1-promoter luciferase, 24 h; % of positive control, neutral wells = 0; activation, % at 12.5 µM; actives 0.75% (n = 300,000); AID 588334;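 active = mean activation of at least 80% with every replicate also reaching 80%; inconclusive = mean reaches 80% but some replicate falls short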;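 also: 0% = neutral control wells and 100% = parthenolide positive control wells; values of inactives mirror those of a sister screen read the other way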
Rtt109 HAT inh: C. albicans Rtt109 histone acetyltransferase inhibition | Q5AAJ8 | purified Rtt109/Vps75, ThioGlo CoA-SH fluorescence, 4 h | inhibition, % at 34.9 µM | actives 0.16% (n = 330,000);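 active = inhibition of at least 50% in every replicate; inconclusive = best replicate reaches 50% inhibition but some replicates fall short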
Target sequence (Q5AAJ8 whole entry, looked up): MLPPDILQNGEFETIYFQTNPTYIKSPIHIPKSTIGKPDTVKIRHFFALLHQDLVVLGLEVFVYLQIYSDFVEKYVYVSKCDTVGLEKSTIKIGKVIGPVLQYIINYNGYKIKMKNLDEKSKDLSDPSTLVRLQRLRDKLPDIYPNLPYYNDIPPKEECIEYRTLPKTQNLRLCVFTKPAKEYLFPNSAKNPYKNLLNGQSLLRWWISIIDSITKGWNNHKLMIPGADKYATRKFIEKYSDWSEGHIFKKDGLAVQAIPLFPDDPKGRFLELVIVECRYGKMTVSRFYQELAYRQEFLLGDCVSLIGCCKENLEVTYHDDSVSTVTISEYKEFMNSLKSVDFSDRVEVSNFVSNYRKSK
* = called active by the depositor; ? = inconclusive; . = not tested or not shown. Random draw from the library; overall some 4.3% were active at least once.

SMILES	CAL PDZ FP-1	NSD2 HMT inh	PvdQ inh	PfHsp90 yeast 2	CAL PDZ FP-2	SR-BI DiI-HDL act	dFosB activator	SR-BI DiI inh	MITF TRPM1 HTS	Rtt109 HAT inh
CC12CC3CC(C)(C1)CC(Nc1nc(N4CCOCC4)nc4ccccc14)(C3)C2	-0.5	-14.6	-11.5	-2.4	-2.7	15.9	-6.7	-15.9	-4.8	2.1
Cc1c(NC(=O)COc2cccc(Br)c2)c(=O)n(-c2ccccc2)n1C	-0.4	1.2	8.2	-14.3	0.6	7.8	-8.0	-7.8	-5.6	-0.1
CCc1ccc(CNC(=O)C2CCN(S(=O)(=O)N3CCC(C)CC3)CC2)cc1	-0.5	-2.1	-4.1	1.8	7.5	2.9	0.0	-2.9	-11.3	-2.9
CCOc1ccc2[nH]c(=O)c(CN(CCc3ccccc3)C(=O)N3CCCC3)cc2c1	.	-0.9	-13.0	-13.0	-1.8	-2.6	-13.7	2.6	4.2	4.2
COc1ccc(NS(=O)(=O)c2ccc(Cl)c(N)c2)cc1Br	-1.1	-7.2	9.6	-7.9	8.3	-7.9	-0.7	7.9	19.2	0.9
NC(=O)CSc1oc(-c2ccco2)nc1S(=O)(=O)c1ccccc1	0.0	3.3	-8.5	-2.7	-5.5	-17.0	4.0	17.0	7.3	1.2
Cc1ccc(C(C)C)c(OCC(=O)NNC2=CC(=O)CC(C)(C)C2)c1	-0.8	6.2	-16.6	4.8	.	-23.6	-4.0	23.6	.	-4.9
O=C(c1cc2ccccc2oc1=O)N(Cc1ccc2c(c1)OCO2)Cc1ccco1	-4.0	3.2	-7.4	-9.3	-3.3	-7.4	-14.7	7.4	.	7.1
CCCCC(=O)Nc1cc(C)c(NC(=O)c2cccs2)cn1	0.8	-2.8	-0.2	14.8	-1.9	19.6	-8.4	-19.6	-12.3	7.8
CCOCCCNC(=O)/C(C#N)=C/c1ccc(-c2ccc(S(=O)(=O)N3CCOCC3)cc2)o1	-1.2	-1.4	-3.9	2.0	-3.9	-21.6	2.2	21.6	8.8	1.5
Nc1cccc2cc(S(=O)(=O)O)ccc12	-0.5	128.7*	-7.8	15.2	-6.8	24.4	-28.9	-24.4	3.2	0.9
O=C(CSc1cccc2cccnc12)Nc1cccc(S(=O)(=O)N2CCOCC2)c1	-1.5	1.0	8.4	4.6	.	9.2	-1.4	-9.2	10.7	11.5
Cc1[nH]n(C)c(=O)c1C(=O)c1c(-c2c(Cl)cccc2Cl)noc1C	-0.5	-2.4	-14.3	-1.1	-3.1	8.5	-11.4	-8.5	.	4.9
CCCCc1ccc(NC(=O)CC(C)=O)cc1	-0.2	-1.5	-4.8	21.5	-0.3	13.4	-6.4	-13.4	26.8	-6.5
CCCC(=O)N1CCN(Cc2nc3cc([N+](=O)[O-])ccc3n2C)CC1	-1.1	-0.1	-4.5	7.0	-3.9	-9.9	1.7	9.9	-3.0	3.9
O=C(O)CC(O)C(=O)O (configuration not stated)	-1.7	-1.1	-18.4	65.1	-1.2	21.5	-2.6	5.5	9.4	3.7
O=Cc1s/c(=N\S(=O)(=O)c2ccccc2)n(CCCCl)c1Cl	0.5	8.9	-10.4	26.3	-1.8	8.3	-7.3	-8.3	-96.1	-12.5
O=C(c1ccccc1F)N1CCCC(c2ccccc2)C1 (configuration not stated)	0.1	-2.3	-8.1	-21.7	1.4	10.5	0.4	-10.5	3.2	2.8
COC(C[C@H]1O[C@H]1[C@@H](O)COCc1ccccc1)OC	-0.6	.	-12.4	10.1	-1.0	-1.1	-0.7	1.1	-5.3	-2.7
CCN(CC)CCN1C(=O)c2ccccc2NC1c1cccc(F)c1 (configuration not stated)	-1.1	10.8	-14.4	-1.9	1.4	-20.7	-5.7	20.7	0.0	5.9
CCOC(=O)/C=C/C(=O)Nc1ccc(S(=O)(=O)Nc2c(C)cc(C)cc2C)cc1	0.4	2.1	-3.6	-12.2	2.7	-16.2	19.9*	16.2	-1.9	-9.6
Cc1ccc(S(=O)(=O)NCCCNC(=O)OCc2ccccc2)cc1	-0.3	-1.8	-14.6	-19.2	-0.6	2.5	3.6	-2.5	0.3	-6.8
Cc1ccc(NC(=O)CSCC(=O)N=c2sccn2C)cc1	-1.7	-1.1	-8.3	-9.2	-0.2	20.6	-10.2	-20.6	-2.1	-7.8
COc1ccc(N2CCN(c3ncnc4c3cnn4-c3ccc(C)cc3C)CC2)cc1	-0.1	-3.8	0.3	-2.7	1.6	-47.9	-5.2	47.9	-42.7	2.2
CC(C)(C)NCC(O)COc1ccc(Br)cc1 (configuration not stated)	-0.7	11.1	-16.9	9.0	3.1	34.6	-3.8	-34.6	3.3	-10.2
Next structures follow:
SMILES	CAL PDZ FP-1	NSD2 HMT inh	PvdQ inh	PfHsp90 yeast 2	CAL PDZ FP-2	SR-BI DiI-HDL act	dFosB activator	SR-BI DiI inh	MITF TRPM1 HTS	Rtt109 HAT inh
CC(C)CC(=O)NC(=S)Nc1ccc(S(=O)(=O)N2CCN(C)CC2)cc1	-2.5	-0.5	9.5	13.7	-0.9	-0.2	-11.3	0.2	3.2	2.1
COc1ccc(Br)cc1C(=O)Nc1ccc(N2CCCC2)cc1	-1.5	1.8	-11.2	-19.4	3.0	-78.2	-3.5	78.2*	.	0.0
CC(C)C(=O)NC(NC1CCS(=O)(=O)C1)C(Cl)(Cl)Cl (configuration not stated)	-1.3	-2.9	-15.9	.	-2.2	27.1	-0.6	-27.1	-28.2	-1.6
CCCCC1(C)NC(=O)c2c(C)sc(C(=O)OCC)c2N1 (configuration not stated)	-1.6	-2.5	-14.7	-58.1	.	-41.9	-9.2	41.9	-0.7	-1.5
Cc1ccc(NC(=O)C(C)N2CCOCC2)c(C(=O)c2ccccc2)c1 (configuration not stated)	-0.4	1.9	-17.4	17.2	-3.5	17.4	-0.1	-17.4	4.8	8.7
CCCCn1c(SCC(N)=O)nnc1-c1ccco1	0.0	9.1	-12.4	7.6	-5.4	10.8	4.9	-10.8	-0.9	-2.2
COc1ccc(OCCn2nnc(-c3ccc(Cl)cc3)n2)cc1	-2.1	-2.6	3.4	4.0	-3.3	12.0	-2.4	-12.0	-9.6	?
Cc1ccc2[nH]c(=O)c(-c3nc4cc(C)ccn4c3NCc3ccco3)cc2c1	-2.3	.	-7.6	30.2	-0.6	22.6	32.3*	-22.6	2.4	3.5
Cc1cccc(OCC(=O)NCC(=O)N/N=C/c2ccc(O)cc2O)c1	-1.8	-13.3	-3.1	-29.1	-1.5	.	17.3*	.	-20.5	-5.3
N#C/C(=C/c1cccnc1)c1ccccc1	0.5	-0.6	-0.4	14.0	-1.3	9.6	-3.4	-9.6	.	-4.9
CC(=O)C1=C(C)NC(C)=C(C(C)=O)C1c1ccc(-c2ccccc2Cl)o1	-0.3	7.6	3.3	4.1	-0.3	9.8	-0.6	-9.8	-2.3	6.8
O=C(Oc1cc(Cl)ccc1Cl)c1ccc(N2CCOCC2)c([N+](=O)[O-])c1	-0.7	-0.7	-3.2	-34.6	-4.9	7.0	-5.2	-7.0	-1.9	-23.5
Cn1c2c(c(=O)n(C)c1=O)C(c1cccc(F)c1)C(C#N)=C(N)O2 (configuration not stated)	-0.7	-2.6	-22.9	-7.8	-1.6	2.4	1.8	-2.4	6.0	5.0
CC(O)Cn1ccccc1=N (configuration not stated)	.	-0.5	-10.6	10.1	-5.3	2.1	-3.5	-2.1	-6.0	-3.7
O=C(CSc1nc(-c2ccccc2)nc2c1Cc1ccccc1O2)Nc1ccc(C(=O)O)cc1	-8.4	0.8	-3.7	-25.6	-1.1	2.2	-49.1	-2.2	-13.0	-2.6
Cn1c(=O)n(C)c2cc([N+](=O)[O-])c(N3CCN(C(=O)c4ccc(F)cc4)CC3)cc21	-4.7	-0.8	4.2	23.3	1.3	1.8	-6.7	-1.8	-1.8	-98.7
Cc1[nH]c2ccccc2c1SCc1ccccc1	-1.6	.	-6.9	17.8	.	-28.6	2.5	28.6	.	2.9
Cc1nc(CN2CCN(C(=O)c3ccc(Br)cc3)CC2)cs1	-0.1	3.9	6.0	1.0	-1.7	-7.5	1.0	7.5	-7.2	0.4
O=C(CSc1nnc(-c2ccco2)n1-c1ccccc1)NCc1ccco1	.	-1.9	-11.4	.	-2.0	-3.0	-2.8	3.0	.	-15.3
CCc1cccc2c1NC(=O)C21OCCO1	0.2	-1.3	10.0	-10.0	-4.1	16.7	0.0	-16.7	-13.1	3.5
CCn1nc(C)cc1C(=O)N1CCCC(C(=O)c2ccc3ccccc3c2)C1 (configuration not stated)	-0.3	.	2.9	-19.5	10.0	.	-9.6	.	2.2	5.8
CN(Cc1ccccc1)C(=O)c1ccccc1NC(=O)C1CC1	-2.8	0.3	-16.5	-5.0	-3.0	-1.7	-6.3	1.7	-6.6	.
Cc1cc(C(=O)CSc2ncnc3ccccc23)c(C)n1C1CC1	-0.4	1.1	6.3	.	-0.9	-27.8	2.9	27.8	57.7	1.5
COc1ccc(/C=N/NC(=O)CC#N)cc1Oc1nc(Cl)ncc1F	-1.4	0.1	-6.3	-26.1	1.5	-18.1	-6.8	18.1	-7.0	-5.5
CC(=O)N1CCCc2cc(S(=O)(=O)N3CCCC(C(=O)Nc4cccc(C)c4)C3)ccc21 (configuration not stated)	-1.4	0.1	-10.7	1.7	.	9.1	-14.7	-9.1	-6.4	19.2
COC(=O)c1cc(Oc2ccc(C(=O)OC)cc2N)cc(C(=O)OC)c1	-0.8	0.5	10.5	21.5	-5.6	-40.6	-2.8	40.6	5.8	-8.6
Cn1cc(Br)c(-c2cccc(NC(=O)CC(C)(C)CC(=O)O)c2)n1	-0.5	0.0	-19.3	-11.8	2.4	18.4	-5.6	-18.4	10.3	7.2
CN(C(=O)COC(=O)c1ccc(Cl)cc1N)C1CCS(=O)(=O)C1 (configuration not stated)	-0.4	-2.3	-4.0	-2.1	-2.5	29.6	1.5	-29.6	1.8	-1.2
CCN(CC(=O)Nc1ccccc1C(F)(F)F)C(=O)C1CC(=O)N(Cc2ccccc2)C1 (configuration not stated)	-2.5	1.1	-18.5	.	-4.7	11.8	1.4	-11.8	9.4	-8.9
